DAX1 inh-1 = inhibitors of human orphan nuclear receptor DAX1 (NR0B1) | AID 504766 | 340,000 tested, 0.99% active | inhibition, % at 6.75 µM | P51843 | HEK293 Gal4-DAX1 luciferase reporter, luminescence;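 active = inhibition above the mean over all tested compounds plus 3 SD, cut at about 4.2% in these data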;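 note: 0% = DAX1-transfected cells with DMSO and 100% = empty-vector control cells with DMSO; inhibition shows as a rise in luminescence from relieved DAX1 repression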
Target sequence (P51843 207-470 limits assumed): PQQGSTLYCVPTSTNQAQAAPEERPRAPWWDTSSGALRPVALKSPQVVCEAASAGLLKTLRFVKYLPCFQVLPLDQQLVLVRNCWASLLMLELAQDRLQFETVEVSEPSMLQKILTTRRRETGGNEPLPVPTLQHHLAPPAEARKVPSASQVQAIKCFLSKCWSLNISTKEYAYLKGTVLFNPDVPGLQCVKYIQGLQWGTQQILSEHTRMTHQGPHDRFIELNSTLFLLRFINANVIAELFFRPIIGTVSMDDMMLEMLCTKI
hgDAF-12 ag = hgDAF-12 agonism, primary luciferase screen | HEK293 GAL4-hgDAF12 UAS-luciferase reporter, agonist luminescence; normalized to butyrate control | activation, % at 6.8 µM | 370,000 tested, 1.8% active | AID 687014;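 active = activation above a cutoff set at the mean of all screened compounds plus 3 SD, cut at about 10% in these data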;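 note: 0% = DMSO wells and 100% = sodium butyrate wells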
ssDAF-12 act = activators of S. stercoralis DAF-12 nuclear receptor. HEK293 ssDAF-12/GRIP1 lit1-tk-luc reporter, luminescence; % of 3 µM dafachronic acid response. activation, % at 6.8 µM. 370,000 tested, 1% active. AID 652126;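 active = activation above the mean over all tested compounds plus 3 SD, cut at about 0.9% in these data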;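 note: 0% = DMSO-only wells and 100% = 3 µM delta7-dafachronic acid wells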
GC-A act = GC-A (human) enzyme activation; P16066; AID 1671463; HEK293 GC-A cells, cGMP TR-FRET, EC30 ANP; 0% at EC30 ANP, 100% saturating ANP; 370,000 tested, 0.14% active; activation, % at 10 µM; in the data active = activation above about 40%
hcDAF-12 act = activates DAF-12 receptor from parasite H. contortus; HEK293 hcDAF-12 lit1-tk-luc reporter, luminescence; 0% DMSO, 100% Δ7-dafachronic acid; activation, % at 6.8 µM; 370,000 tested, 1.4% active; AID 652067;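 active = activation above the mean of all tested compounds plus 3 SD, cut at about 5.5% in these data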;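 note: 100% = response to 3 µM Δ7-dafachronic acid high control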
GAA850 FXN act = activators of GAA850 frataxin (FXN) promoter. HEK293 lucGAA850 FXN promoter luciferase reporter, 24 h; percent of 10 µM SAHA response. activation, % at 6 µM. 360,000 tested, 0.56% active. AID 540364;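 active = activation above the average of all compounds screened plus 3 SD, cutoff fixed separately per campaign, cut at about 7.5% in these data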;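 note: 0% = DMSO wells and 100% = 10 µM SAHA wells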
GC-B act = GC-B (human) receptor activation. AID 1920062. HEK293-GC-B cells, CNP EC30, cGMP TR-FRET; 0% at EC30 CNP, 100% saturating CNP. activation, % at 10 µM. 370,000 tested, 0.11% active;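 active = activation at 10 µM reaching about 35% in either raw or pattern-adjusted values, limit read from the data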
SMARCA2 act = SMARCA2 function activation, primary screen; MG213 cells, MMTV-luciferase reporter, dexamethasone, overnight; activation, % at 9.1 µM; 370,000 tested, 1% active; AID 652017; in the data active = activation above about 7.8%;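 note: 0% = vehicle wells and 100% = reference activator wells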
DAX1 inh-2 = DAX1 (NR0B1) inhibition, primary screen. HEK293T StAR-luciferase reporter, SF-1/DAX-1 repression relief. inhibition, % at 6.8 µM. 370,000 tested, 1.1% active. AID 652010;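 active = inhibition above the mean over all tested compounds plus 3 SD, cut at about 3.6% in these data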;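 note: 0% = DAX-1 cells with DMSO and 100% = cells lacking DAX-1 with DMSO; higher inhibition means more luminescence from relief of DAX-1 repression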
ADAM10 inh = ADAM10 inhibition, QFRET primary screen; O14672; recombinant ADAM10, EDANS/DABCYL FRET peptide cleavage, 3 h; inhibition, % at 7 µM; 370,000 tested, 0.62% active; AID 720582;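 active = inhibition above a per-campaign cutoff equal to the mean of compounds falling between control-based bounds plus 3 SD, cut at about 20% in these data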;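 note: 0% = DMSO wells while the 100% control is not disclosed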
sPLA2-III inh = Blocks human group III sPLA2 activity | QFRET BODIPY PC-A2 liposome hydrolysis, fluorescence | inhibition, % at 12.2 µM | AID 743126 | Q9NZ20 | 370,000 tested, 0.56% active;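 active = inhibition above mean plus 3 SD of compounds lying within the high and low control bounds, cut at about 19% in these data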;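 note: 0% = median of test compound wells and 100% = no enzyme DMSO wells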
Target sequence (Q9NZ20 whole entry, looked up): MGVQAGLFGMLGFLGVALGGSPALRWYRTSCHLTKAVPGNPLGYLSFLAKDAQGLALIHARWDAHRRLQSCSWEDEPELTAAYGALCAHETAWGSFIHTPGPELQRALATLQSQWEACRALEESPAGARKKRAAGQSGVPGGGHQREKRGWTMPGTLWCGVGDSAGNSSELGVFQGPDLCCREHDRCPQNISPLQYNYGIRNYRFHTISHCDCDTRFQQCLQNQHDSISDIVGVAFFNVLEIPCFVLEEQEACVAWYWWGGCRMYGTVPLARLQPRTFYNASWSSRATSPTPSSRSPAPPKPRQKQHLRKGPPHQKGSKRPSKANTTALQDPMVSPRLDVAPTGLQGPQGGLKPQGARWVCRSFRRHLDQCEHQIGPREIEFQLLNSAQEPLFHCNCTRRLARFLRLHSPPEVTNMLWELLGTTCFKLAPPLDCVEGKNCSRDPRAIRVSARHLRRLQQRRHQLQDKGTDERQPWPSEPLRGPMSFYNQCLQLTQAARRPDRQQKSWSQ
The depositor's hits bear a star; . = no result given.

SMILES	DAX1 inh-1	hgDAF-12 ag	ssDAF-12 act	GC-A act	hcDAF-12 act	GAA850 FXN act	GC-B act	SMARCA2 act	DAX1 inh-2	ADAM10 inh	sPLA2-III inh
N/C(=N\OC(=O)c1ccc(Cl)c(Cl)c1)c1cccnc1	-1.0	2.5	-0.7	-1	0.4	4.2	-13	-1	0.2	0	1
Cc1ccc(NC(=O)CNC(=O)c2ccc(C)s2)nc1	1.4	2.2	-0.9	-2	-0.5	0.8	-5	-1	0.2	-12	8
CC1Cc2ccccc2N1C(=O)CSc1nnnn1C1CCCC1 (centres undefined)	1.6	-0.2	-0.1	3	0.2	-1.4	5	-1	-0.5	1	5
O=C1CN(C(=O)COC(=O)c2ccccc2O)c2ccccc2N1	1.4	1.2	-0.9	-1	0.8	0.2	1	4	-0.1	7	-4
COc1cc2c(cc1OC)[C@H](C)N(C(=O)CSc1nc(O)c(C(C)C)c(=O)[nH]1)CC2	0.1	-3.2	-1.0	-2	0.1	-1.4	6	1	0.0	-11	6
CC1(C)C2CCC1(C)C(OC(=O)CSc1nc(N)cc(=O)[nH]1)C2 (centres undefined)	0.1	0.9	-1.0	0	-2.4	5.2	5	-1	0.5	1	7
O=C(c1ccccc1)C(c1ccccc1)c1ccccc1	0.0	1.2	-1.2	-10	1.3	2.0	-10	0	0.2	-6	-4
O=C(c1ccsc1)N1CCCC(N2CCOCC2)C1 (centres undefined)	0.1	-1.5	-1.2	4	-2.6	-0.7	2	0	1.5	-3	-6
CCN(CC)S(=O)(=O)c1cc(C(=O)NC2=NCCS2)ccc1Cl	-1.4	2.6	-1.4	-7	-2.1	-0.2	2	-1	-0.7	-2	-11
Nc1nnc(SCC(=O)NNC(=O)c2ccccc2F)s1	-0.4	2.2	-1.1	5	-0.5	-1.4	3	4	-0.3	8	-1
S=c1nc(-c2ccccc2)oc2c1CCCC2	2.2	3.5	-0.4	2	3.9	4.4	1	-3	1.5	1	2
c1ccc(-c2nnc3n2NC(c2ccc4c(c2)OCO4)S3)cc1 (centres undefined)	0.4	-1.5	-1.3	2	-1.4	1.5	-3	0	-0.4	-4	1
O=C(OC(C(=O)NC1CCCC1)c1ccccn1)c1cccs1 (centres undefined)	0.5	0.1	-2.0	-5	-1.2	2.3	3	-3	-0.3	-9	6
COc1ccc(N2C(N)=C(C#N)C(c3ccsc3)C3=C2CCCC3=O)c(OC)c1 (centres undefined)	-0.6	-3.5	-1.8	1	-0.6	2.7	-2	6	0.0	-8	-6
COc1ccc(OC)c(NC(=O)COC(=O)c2cc3c(s2)CCC3)c1	-0.9	-0.7	-1.4	-5	-1.0	2.1	2	-1	0.3	-7	-2
COc1cccc(CN2CCN(Cc3cc4ccccc4o3)CC2CCO)c1 (centres undefined)	0.2	3.8	-0.8	1	-1.2	-2.7	3	3	0.0	-1	-5
CCC(C)(C)n1nnnc1CN(Cc1ccc(Cl)cc1)Cc1ccco1	-0.3	0.6	-1.2	-19	-0.3	4.2	-22	0	-1.0	15	-6
COC(=O)CN(C)C(=O)c1ccc(OC)c(OC2CCN(C(C)C)CC2)c1	1.1	3.8	-0.5	-2	0.5	1.4	8	-1	-0.1	2	0
O=C(Cn1nnc(N2CCCCC2)n1)c1ccc(Cl)c(Cl)c1	.	0.8	0.0	3	-0.2	1.2	4	-2	-0.7	-11	-35
CCc1ccccc1N(CC(=O)NC(C)c1ccccc1)S(C)(=O)=O (centres undefined)	1.8	-1.8	-0.9	3	-0.3	1.9	-7	2	0.2	6	3
COc1cc(OC)cc(C(=O)Nc2ccccc2N2CCOCC2)c1	0.3	-2.0	-2.0	1	-3.2	0.5	7	-3	-1.0	6	0
CCOC(=O)c1ccc(NC(=O)CSc2nnc(SCc3cccc4ccccc34)s2)cc1	.	3.1	-1.2	-1	1.6	.	0	-6	0.0	8	-1
CCCC(=O)N1CCCC(c2cc(C(=O)Nc3ccc4c(c3)OCO4)no2)C1 (centres undefined)	.	18*	-0.5	4	2.5	3.5	0	0	4.7*	-9	4
COCCCN1C(=O)c2ccc(C(=O)OCC(=O)N3CCN(c4ccccc4)CC3)cc2C1=O	3.0	0.8	-0.9	0	-1.8	1.7	1	6	-0.9	4	2
COc1cc(CN2CCN(Cc3ccc(C)cc3)CC2)c([N+](=O)[O-])cc1OC	-0.2	-0.4	-1.5	1	-1.1	-0.6	0	-3	-0.5	-8	-6
C[C@H](CO)N1C[C@H](C)[C@@H](CN(C)S(=O)(=O)c2ccccc2)Oc2ccc(NC(=O)Nc3ccc(C(F)(F)F)cc3)cc2C1=O	-0.5	-1.6	-1.2	2	-2.5	-1.1	-2	-2	-2.0	33*	-48
CC1(C)CC2CC(C)(CN2C(=S)NC(=O)c2ccccc2Cl)C1 (centres undefined)	1.2	-2.2	-0.9	0	-1.7	0.7	-3	-2	-0.1	5	9
C/C(=N\NC(=O)C1CC1)c1ccc(C)c(C)c1	0.3	4.2	-1.1	0	-1.0	0.8	2	1	0.1	8	1
COc1ccc(Br)cc1CNC(=O)C1CCC(=O)N1C(C)C (centres undefined)	0.3	-0.3	-1.8	-1	-0.3	-1.0	-7	-5	0.9	8	-3
CCN(CC)C(=O)C(=O)c1cn(CC(=O)NCC2CCCO2)c2ccccc12 (centres undefined)	0.3	-0.9	-0.9	-1	-1.3	2.7	-1	4	-0.1	-1	2
COc1cc2ncc(S(=O)(=O)c3ccccc3)c(N3CCCC(C)C3)c2cc1OC (centres undefined)	-0.8	-3.9	-0.8	-1	-0.5	-1.8	3	1	-0.4	4	3
CSc1cccc(NC(=O)N2CCN(C)CC2)c1	3.1	-2.2	-1.1	5	3.5	2.7	-2	-2	0.3	-4	13
CCOc1ccc(S(=O)(=O)Nc2cccc(C(=O)NCCCN3CCCC3=O)c2)cc1	-0.2	0.9	-1.8	5	-1.7	0.9	-2	-4	-1.5	-14	8
CCN(CC(=O)Nc1ccccc1C(F)(F)F)C(=O)CCSc1ccc(F)cc1	0.9	-2.1	-1.5	0	-1.6	0.7	3	-2	-0.9	10	-5
CCOc1ccc(-c2nnc(SCC(=O)N3CCOCC3)o2)cc1	0.5	2.0	-0.3	0	0.4	0.0	4	3	1.3	7	10
COc1ccc(OC)c(/C=C/C(=O)OCC(=O)Nc2ccc(Cl)c(S(=O)(=O)N(C)C)c2)c1	-1.6	-1.6	-1.3	4	0.2	-0.6	1	-3	0.8	-446	-31
O=C(O)CSc1nc2ccc(Br)cc2[nH]1	1.1	1.1	-1.0	0	1.3	1.0	0	-1	0.1	-8	5
Cc1cnc(C(=O)OC(C)C(=O)c2c(C)[nH]c3ccccc23)cn1 (centres undefined)	0.6	1.7	-0.5	2	0.7	-1.0	-4	-1	0.2	-1	-4
CC(C)[C@H](NC(=O)OC(C)(C)C)c1cc(C(=O)NC2CC2)c(N)s1	.	1.8	-1.3	-4	0.3	.	4	-3	-0.6	-14	13
Cn1cccc1Cc1nnc(SCC(=O)NC2CCCC2)n1-c1ccc(F)cc1	0.1	-0.4	-0.3	1	-2.0	-2.5	7	2	-0.4	-6	-13
COc1ccc(C2C3=C(CCCC3=O)Nc3nc(C(F)(F)F)nn32)c(OC)c1OC (centres undefined)	-0.1	-4.8	-0.9	-10	-0.2	-1.4	-11	1	0.2	-18	-2
CCOc1ccc(-n2c(SCC(N)=O)nc3sc4c(c3c2=O)CCN(C)C4)cc1	0.9	-0.9	-1.3	7	0.1	1.8	1	-2	-0.3	-9	-7
CCSc1c(-c2ccccc2)nc2c(C)cccc2c1C(=O)O	0.9	-0.1	-0.8	-3	-0.7	-2.5	-4	-1	-0.1	0	-8
Cc1noc(C)c1S(=O)(=O)N(C)C[C@H]1OCCCC[C@@H](C)Oc2ccc(NC(=O)CCCN(C)C)cc2C(=O)N([C@H](C)CO)C[C@@H]1C	0.5	0.5	-1.2	1	-0.6	-0.1	7	-1	0.2	-14	-2
CN(Cc1cn(Cc2ccccc2)nn1)S(=O)(=O)c1ccc(F)cc1Br	.	2.8	-1.4	1	4.1	.	6	-1	0.4	9	-5
Cc1ccnc(N/C=C(/NC(=O)c2ccccc2)C(=O)N/N=C\c2ccc(Cl)cc2)n1	-3.1	0.0	-1.6	52*	-2.3	0.4	3	5	-0.9	11	3
O=C(NC1CCCCC1)N1CCCCCC1	-0.6	3.6	-1.6	0	-1.5	0.3	2	0	-0.3	-13	-1
CCNc1ccc(C(=O)OCC(=O)N2c3ccccc3NC(=O)C2(C)C)cc1[N+](=O)[O-]	-0.4	-3.4	-0.9	9	-1.1	0.8	2	1	-0.5	9	-5
CCCOc1ccc(N2C(=O)CC(N3CCN(CCN=CC4C(=O)CC(C)(C)CC4=O)CC3)C2=O)cc1 (centres undefined)	0.9	1.3	-0.8	0	1.1	1.7	-2	2	0.0	11	3
COc1cc(Cl)c(C)cc1NC(=O)[C@@H]1CCCN1C(=O)c1cccs1	0.3	3.1	-0.7	-2	1.9	-1.4	-3	-5	-0.3	-8	10
CS(=O)(=O)N(CC(=O)N/N=C/c1cccs1)c1cccc(Cl)c1Cl	-0.5	0.9	-1.3	4	-1.2	-1.0	2	-1	-1.0	5	-26
CCN1CCc2nc(NC(=O)c3ccc4c(c3)OCCO4)sc2C1	0.8	8.5	-1.3	-2	1.4	2.0	0	8.7*	2.6	-26	-2
NC(=O)c1ccc(NS(=O)(=O)c2ccc(Br)s2)cc1	1.0	-2.9	-1.4	1	-1.1	0.2	2	-1	-0.2	7	-6
CC(=O)c1ccc(NC(=O)CCCN2C(=O)/C(=C/C(C)=C/c3ccccc3)SC2=S)cc1	0.0	-2.5	-0.6	-3	-0.1	-2.1	1	-2	-0.2	-2	-6
Cc1ccc(C(=O)COC(=O)c2n[nH]c(=O)c3ccccc23)cc1	-0.2	2.3	-1.1	-3	-1.3	0.6	-9	-2	0.3	10	6
CCC(C)(C)NC(=O)C(c1ccncc1)N(C(=O)c1sc(C)nc1C)c1ccc(F)cc1 (centres undefined)	1.3	-0.7	-0.9	-1	-0.1	-0.5	0	-2	0.9	-2	-2
NC(=O)CSc1nc2ccccc2nc1SCC(N)=O	-0.3	-1.1	-1.5	3	-1.1	0.3	6	-3	1.5	2	8
Cc1cc(C)n2nc(SCc3ncc(-c4ccccc4)o3)nc2n1	1.2	0.3	-1.1	4	-3.2	2.6	-8	-3	0.0	-8	-3
O=C(NNC(=S)NC(=O)c1ccc(Br)cc1)c1cccc([N+](=O)[O-])c1	-0.1	0.0	-1.4	0	0.0	0.8	5	0	-0.4	16	13
Cc1nn2c(NCCN(C)C)c3c(nc2c1-c1ccccc1)CCCC3	.	-2.2	-1.6	4	-1.3	2.3	-10	2	-0.2	-5	-1
